Source: PubChem BioAssay (Fisher Drug Discovery Resource Center)
hcGAS lum: Primary biochemical luminescence assay for human cyclic GMP-AMP synthase inhibitors | Q8N884 | 290,000 compounds, 0.081% hits | AID 1259398, 2018 | recombinant h-cGAS, ATP depletion, Kinase-Glo luminescence | inhibition, % at 12.5 µM;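 note: 0% = vehicle reaction and 100% = reaction without DNA for no activity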
Target sequence (Q8N884 whole entry, looked up): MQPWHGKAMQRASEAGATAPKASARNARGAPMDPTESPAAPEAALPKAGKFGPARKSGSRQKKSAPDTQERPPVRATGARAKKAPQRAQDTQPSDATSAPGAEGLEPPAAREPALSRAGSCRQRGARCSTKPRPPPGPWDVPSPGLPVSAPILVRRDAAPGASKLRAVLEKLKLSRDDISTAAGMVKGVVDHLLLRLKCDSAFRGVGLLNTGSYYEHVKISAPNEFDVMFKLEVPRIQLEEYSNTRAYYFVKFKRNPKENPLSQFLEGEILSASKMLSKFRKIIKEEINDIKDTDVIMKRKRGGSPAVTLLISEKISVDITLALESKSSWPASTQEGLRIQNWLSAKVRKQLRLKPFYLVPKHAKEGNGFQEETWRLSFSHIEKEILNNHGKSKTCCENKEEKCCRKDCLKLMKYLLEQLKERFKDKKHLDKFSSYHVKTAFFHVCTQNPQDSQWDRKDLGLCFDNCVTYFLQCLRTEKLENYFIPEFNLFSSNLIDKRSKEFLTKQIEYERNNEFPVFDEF
NPYLR7 ag: agonists of mosquito NPYLR7 receptor, primary screen, cell-based, Aedes aegypti, calcium fluorescence, mosquito biting behavior; Aedes aegypti neuropeptide Y-like receptor 7 (NPYLR7); HEK293T NPYLR7/Galpha15, GCaMP6s calcium fluorescence; activation, % at 10 µM; 270,000 compounds, 0.15% hits; in the data active = activation above about 40%;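 note: 0% = vehicle and 100% = reference agonist at the receptor; some compounds past the cut are filed as inactive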
mcGAS lum: cyclic GMP-AMP synthase inhibitors, mouse, primary biochemical chemiluminescence; Q8C6L5; recombinant cGAS, Kinase-Glo ATP depletion luminescence; inhibition, % at 12.5 µM; 160,000 compounds, 0.15% hits;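 note: 0% = negative control wells and 100% = reference inhibitor with no enzyme activity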
* hit, by the source's call; · = not tested or not shown; & = joins results of further samples. Cut-off read from the data, not from the text of the source, unless noted: active = inhibition above about 40%; inactive = the rest.

SMILES	hcGAS lum	NPYLR7 ag	mcGAS lum
CCCCN(C)c1c(CC)nc2ccc(C(=O)N3CCN(c4ccccc4)CC3)cn12	-3.2	4.5	-4.3
O=C1CN(C(=O)/C=C/c2ccc(-c3ccccc3Cl)s2)CCN1	1.4	7.2	-3.3
CC(C)C(C)NC(=O)CNC(=O)C1CC1C (configuration not stated)	-7.7	3.4	·
C=C(C)CN(CC)Cn1nnn(-c2ccccc2)c1=S	-0.8	-1.1	·
CC(Cc1ccccn1)N(C)C(=O)Cc1cn(C)c2ccccc12 (configuration not stated)	-3.5	-2.0	·
O=C(CCCn1nnnc1CN1CCOCC1)NCC1OCCc2ccccc21 (configuration not stated)	-3.4	0.3	-3.7
COc1ccc(N2CCN(c3cc(C(=O)NCc4ccc(Cl)cc4)c4ccccc4n3)CC2)cc1	-7.6	9.7	-5.1
COc1ccc(-c2noc(-c3c(SC)nn(CC(=O)Nc4ccc(C)cc4)c3N)n2)cc1OC	-7.2	-4.5	-8.0
Cc1nn(C(C)C(=O)NC2CCCC2)c(=O)c2cc3occc3n12 (configuration not stated)	1.3	-6.7	1.0
Cc1ccccc1N1CCCN(Cc2ccc(N3CCNC3=O)cc2)CC1	-4.1	2.1	-16.4
O=C(NCC1(O)CCCNCC1)C1(c2ccc(Cl)cc2)CCCCC1 (configuration not stated)	-6.3	17.6	·
CCOc1ccc(-c2nc(Cn3c(=O)n(C(C)C)c(=O)c4ccccc43)c(C)o2)cc1	-3.6	-0.4	-8.7
CC(C)COCC(O)CNC(Cc1ccccc1)c1nc(-c2ccc([N+](=O)[O-])cc2)no1 (configuration not stated)	-8.5	3.9	-5.1
O=C1OC(N2CCCC2)c2ccccc21 (configuration not stated)	1.2	0.7	·
COCCOC(=O)C1=C(C)N(c2ccc3c(c2)OCO3)C(=O)NC1c1c(F)cccc1F (configuration not stated)	-0.9	-1.8	-6.4
COCCN(CC(=O)N(CCc1c[nH]c2ccccc12)Cc1ccc(OC)c(OC)c1)C(=O)Nc1c(Cl)cccc1Cl	-5.6	·	-5.1
CC(C)Cn1cnc2c1c(=O)[nH]c(=O)n2CC(C)C	-17.1	-2.2	-6.8
O=C(NC1CC1c1cccc(Cl)c1)N1CCC2(C1)OCCO2 (configuration not stated)	-8.0	22.7	-6.5
Cc1ccc(C)c(Cn2c(CN3CCc4ccccc4C3)nc3c2c(=O)n(C)c(=O)n3C)c1	-2.2	5.8	·
CN(C)c1cccc(C(NC(=O)CCCCC2CCSS2)c2ccc(S(C)(=O)=O)cc2)c1 (configuration not stated)	-5.9	-17.4	-6.3
Cc1ccc(CNC(=O)c2n[nH]c(C(C)C)c2Br)n1C	-8.5	1.5	·
CN(C)c1ccc(CNC(=O)Cc2csc(NC(=O)c3ccco3)n2)cc1	5.5	25.4	·
CC(C)(CO)Nc1nc(Cl)nc(N2CCOCC2)n1	-2.4	0.7	-1.4
COc1cccc(C(=O)N[C@H]2CN[C@H](C(=O)N[C@@H](C)C3CCCCC3)C2)c1	-4.8	-5.0	-12.3
Cc1cccc(NC(=O)c2cc(C(C)C)n(-c3nc4ccccc4s3)n2)n1	-9.8	13.4	-7.4
CC(=O)Nc1ccc(C2=N/C(=C/c3ccccc3)C(=O)O2)cc1	-9.5	-1.3	-6.1
O=C(COc1cccc2cccnc12)N/N=C\c1ccc(Oc2ccc([N+](=O)[O-])cn2)cc1	-1.4	1.5	-3.9
CCC(=O)Nc1cc(C)c2c(=O)oc3ccccc3c2n1	-2.9	-0.5	·
CCC(C)NS(=O)(=O)c1cc(NC(=O)C2CCCC2)ccc1Oc1c(C)c(C(=O)O)nn1CC (configuration not stated)	-4.6	·	-4.7
COc1ccc(C)cc1NC(C(=O)N(C)C)c1ccccc1 (configuration not stated)	-11.5	1.3	·

5 compounds from above, arranged by length of the SMILES, falling.
SMILES	hcGAS lum	NPYLR7 ag	mcGAS lum
COCCN(CC(=O)N(CCc1c[nH]c2ccccc12)Cc1ccc(OC)c(OC)c1)C(=O)Nc1c(Cl)cccc1Cl	-5.6	·	-5.1
COc1cccc(C(=O)N[C@H]2CN[C@H](C(=O)N[C@@H](C)C3CCCCC3)C2)c1	-4.8	-5.0	-12.3
COc1ccc(N2CCN(c3cc(C(=O)NCc4ccc(Cl)cc4)c4ccccc4n3)CC2)cc1	-7.6	9.7	-5.1
CN(C)c1ccc(CNC(=O)Cc2csc(NC(=O)c3ccco3)n2)cc1	5.5	25.4	·
Cc1nn(C(C)C(=O)NC2CCCC2)c(=O)c2cc3occc3n12 (configuration not stated)	1.3	-6.7	1.0

Four records picked at random from those above:
SMILES	hcGAS lum	NPYLR7 ag	mcGAS lum
CC(C)Cn1cnc2c1c(=O)[nH]c(=O)n2CC(C)C	-17.1	-2.2	-6.8
O=C1OC(N2CCCC2)c2ccccc21 (configuration not stated)	1.2	0.7	·
O=C1CN(C(=O)/C=C/c2ccc(-c3ccccc3Cl)s2)CCN1	1.4	7.2	-3.3
CC(=O)Nc1ccc(C2=N/C(=C/c3ccccc3)C(=O)O2)cc1	-9.5	-1.3	-6.1

(further entries)
SMILES	hcGAS lum	NPYLR7 ag	mcGAS lum
O=C(NCCCOCC1CC1)c1cc(=O)[nH]c2ccccc12	-8.1	10.1	-17.1
CN(CCc1ccccn1)C(=O)C1CSC(c2cccc(Br)c2)N1C(=O)OC(C)(C)C (configuration not stated)	-2.6	-18.4	-5.3
CCOc1ccccc1NC(=O)c1c(NC(=O)c2cccs2)sc2c1CCC(C)C2 (configuration not stated)	-9.6	-1.4	-3.7
O=S(=O)(c1ccc(F)cc1)N1CCN(Cc2ccccn2)CC1	-9.0	14.1	·
O=C(NCC1CCCO1)c1cc(NC(=O)C23CC4CC(CC(C4)C2)C3)ccc1N1CCc2ccccc2C1 (configuration not stated)	-8.7	·	-6.0
Cn1c(NC(=O)c2cccs2)c(-c2cccs2)c(=O)c2ccccc21	-0.1	1.7	·
CCCc1ccc(-c2cc(NC(=O)CNC(=O)C3CC3)n[nH]2)cc1	-7.9	0.2	-6.8
CCc1oc(C(=O)NCCc2cc(=O)[nH]c(C)n2)cc1CN1CCCC1	-8.2	0.6	-11.2
O=C(Cn1cc(C(F)(F)F)ccc1=O)N1C[C@@H]2[C@@H]3CC[C@@H](C3)[C@@H]2C1	-6.7	7.3	·
COc1ccc(Cl)c2sc(N(Cc3cccnc3)C(=O)c3c(F)cccc3F)nc12	-5.7	8.4	·
O=C(NCc1ccn[nH]1)N(Cc1ccccc1O)CC1CCCO1 (configuration not stated)	-4.9	4.6	-12.1
Cc1ccccc1-c1cn[nH]c1C1CCN(C(=O)c2c[nH]c(=O)[nH]2)CC1	3.3	-5.7	·
NC(=O)N/N=C\c1ccc([N+](=O)[O-])o1	-2.9&0.0&-3.0	9.6&-3.4	·
N=C1c2ccccc2CN1c1ccc(N2Cc3ccccc3C2=N)c(Cl)c1	-14.7	12.7	·
O=S(=O)(c1ccc(NC2C3CCCC2CN(C2CC2)C3)cc1)C(F)F (configuration not stated)	-6.7	-2.1	·
COc1cccc2cc(-c3csc(Nc4cccc(C(F)(F)F)c4)n3)c(=O)oc12	2.0	-3.9	-6.2
COc1ccc(NC2=NC3(CCCC3)N=C(N)N2)cc1	-0.9	17.6	-3.1
Cc1cc(C)c2c(n1)OC(N1CCOCC1)(C(F)(F)F)CC2=O (configuration not stated)	-2.2	29.3	·
Cc1cnc(C(=O)N2CCC3(CCCN(Cc4ccccc4F)C3=O)C2)[nH]1 (configuration not stated)	-0.8	-1.7	·
Cc1nc(COc2cccc(/C=C/C(=O)NC3(C)CCS(=O)(=O)C3)c2)cs1 (configuration not stated)	5.8	0.9	3.1
Cc1c(Cl)c(=O)oc2cc(O)ccc12	2.1	6.6	·
Cc1cc(C)n(-c2ccc(NC(=O)C3CCN(C(=O)C4CC45CCC5)CC3)cc2)n1 (configuration not stated)	-5.0	9.0	-9.8
CO[C@H]1CN(Cc2cccc3c(C)c(C)[nH]c23)CC[C@H]1N	-6.0	12.5	·
CCN(CCO)c1nc(Nc2ccc(C)cc2)c2cnn(-c3ccccc3)c2n1	-2.2	1.5	-1.6
CC(NC(=O)NCC1CCCC1)C(C)n1cncn1 (configuration not stated)	-1.0	-9.6	·
Nc1ccnc(CNS(=O)(=O)Cc2cccc(C(F)(F)F)c2)n1	-2.5	1.0	·
COc1c(C)cc(C(=O)C2CCCN(Cc3c(C)nc4sccn34)C2)cc1C (configuration not stated)	1.6	-3.6	·
Cc1[nH]ncc1CNC(COc1ccccc1)c1ccccc1 (configuration not stated)	-4.4	5.4	·
CNC(=O)Cc1ccc(-c2ccc(F)c(CO)c2)cc1	-5.7	3.4	·
CCOC(=O)N1CCN(C(c2ccc(OCC)cc2)C2Sc3nc(C)nn3C2=O)CC1 (configuration not stated)	-1.4	-9.2	-2.9
O=C(NCCc1cccc(Cl)c1)c1ccc[nH]c1=O	-14.1	7.3	·
Cc1cc2c3c(c1)C(C)CC(C)(C)N3C(=O)C2=O (configuration not stated)	-2.2	4.0	2.7
CC1=NN(c2ccc(C(=O)Nc3nc(C4CC4)cs3)cc2)CC1	4.4	-5.2	·
CCOC(=O)[C@H]1C[C@@H]2O[C@H]1[C@H]1CN(Cc3ccnc(F)c3)C[C@H]1[C@@H]2O	0.1	4.7	-8.2
CSc1ccccc1NC(=O)c1ccc(S(=O)(=O)N(Cc2ccco2)C2CC2)o1	-4.4	-9.1	-6.9
CNc1ccccc1C(=O)NCC1CCN(Cc2cccnc2)C1 (configuration not stated)	-3.4	0.1	·
COc1ccnc(CN2CCCC(C(=O)c3cc(C)c(OC)c(C)c3)C2)c1OC (configuration not stated)	-3.8	5.8	·
CN(C)CCN(C(=O)c1ccc([N+](=O)[O-])o1)c1nc2cc3c(cc2s1)OCO3	-7.9	-2.9	-6.6
CC(NC(=O)C(C)(C)C)C(=O)Nc1ccc2nc(N(C)C)oc2c1 (configuration not stated)	-10.3	1.0	-13.1
CCN(CC)S(=O)(=O)c1ccc(OC)c(N2CCN(S(=O)(=O)c3ccccc3Cl)CC2)c1	-4.1	4.2	-4.8
Cc1ccc(C(O)=C2C(=O)C(=O)N(CCN3CCOCC3)C2c2ccc(C)o2)cc1 (configuration not stated)	-5.6	6.3	-6.4
CCN(CC)C(=Nc1ccccc1)Nc1ccccc1	-4.6	-8.6	-4.1
O=C(c1cccc(C(F)(F)F)c1)N(CCN1CCOCC1)Cc1cc(Cl)ccc1OCc1nc(CO)cs1	2.1	-5.9	0.0
CCOc1ccccc1NC(=O)Cc1csc(NC(=O)c2ccc[nH]c2=O)n1	-0.6	1.7	-3.6
CCCn1nc(C)c(NC(=O)NCC2CCN(CCOC)C2)c1C (configuration not stated)	-8.5	·	-4.6
CC1(C(=O)NCc2cccnc2)CCN1C(=O)CCc1cccs1 (configuration not stated)	-8.0	7.2	-5.0
COc1ccccc1CN1C[C@@H](C(=O)O)C[C@@H](C(=O)NCc2cccnc2)C1	3.8	1.1	·
COc1ccc(C2NC(=O)NC(C)=C2C(=O)Nc2ccccc2C)cc1OC (configuration not stated)	-3.4	-12.8	-4.2
CCC(C)C(=O)Nc1ccc(Cl)c(S(=O)(=O)N2CCOCC2)c1 (configuration not stated)	-5.4	7.9	-6.7
Cc1[nH]n(-c2cccc(C(F)(F)F)c2)c(=O)c1N=Nc1ccc(Br)cc1	-4.5	-4.4	-7.4
CCc1c(C)nc(-c2cccc(C)c2)nc1N1CCN(C(=O)c2cccs2)CC1	-2.3	3.7	-4.5
Cc1nc(C)c(Cc2cccc(Cl)c2)c(N2CCN(C(=O)C3CCC3)CC2)n1	-5.3	-0.4	-6.2
COc1cccc(Nc2nc(C(N)Cc3ccc(Cl)cc3)cs2)n1 (configuration not stated)	-7.2	-6.4	-8.6
O=C(Cc1ccccn1)NCc1nc(Cc2cccs2)no1	-3.1	2.3	-13.3
CC1NC(=S)N2C(C)NC(=S)N12 (configuration not stated)	6.8	-2.7	·
CC(=O)Oc1cccc(C(=O)Nc2nccs2)c1	-9.5	-5.8	-6.2
Cc1cccc(COC(CN2CCN(C(=O)c3cccs3)CC2)c2ccc(Cl)cc2)c1 (configuration not stated)	1.0	2.9	-3.5
Cc1cc(C)n(Cc2ccc(C(=O)NCCc3ccccn3)cc2)n1	-7.0	6.3	·
O=c1nc(SCc2cccc3ccccc23)c2c(n1Cc1ccncc1)CCC2	-10.0	-0.7	-10.4
CCC(c1ccc(F)cc1)S(=O)(=O)Cc1nnc(C)o1 (configuration not stated)	-9.8	4.4	·
Cc1ccnc(-n2cccc2CN(C)Cc2nc(C)no2)c1	-7.4	-4.2	-12.4
CCOC(=O)N1CCC(NC(=O)c2csc(Nc3ccc(OC(F)F)cc3)n2)CC1	-5.3	11.0	·
